Screening results deposited in PubChem by several laboratories.
DAX1 inh-1: DAX1 (NR0B1) inhibitors, primary screen, cell-based, HEK293, Gal4-DAX1, luciferase luminescence; HEK293 Gal4-DAX1 luciferase reporter; inhibition, % at 6.75 µM; 0.99% of 340,000 active; AID 504766, 2011;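 active = inhibition above the mean over all tested compounds plus 3 SD, cut at about 4.2% in these data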;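 note: 0% = DAX1-transfected cells with DMSO and 100% = empty-vector control cells with DMSO; inhibition shows as a rise in luminescence from relieved DAX1 repression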
ssDAF12 agonist: S. stercoralis DAF-12 nuclear receptor activators, primary screen, cell-based, luminescence, HEK293, GRIP1 co-expression, lit1-tk-luc; HEK293 ssDAF-12/GRIP1 lit1-tk-luc reporter; % of 3 µM dafachronic acid response; AID 652126, 2013; 1% of 370,000 active; activation, % at 6.8 µM; Nuclear hormone receptor DAF-12 (Strongyloides stercoralis);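 active = activation above the mean over all tested compounds plus 3 SD, cut at about 0.9% in these data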;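 note: 0% = DMSO-only wells and 100% = 3 µM delta7-dafachronic acid wells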
hcDAF12 agonist: H. contortus DAF-12 nuclear receptor activators, primary screen, cell-based, luminescence, HEK293, lit1-tk-luc reporter | activation, % at 6.8 µM | HEK293 hcDAF-12 lit1-tk-luc reporter; 0% DMSO, 100% Δ7-dafachronic acid | AID 652067, 2013 | 1.4% of 370,000 active;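 active = activation above the mean of all tested compounds plus 3 SD, cut at about 5.5% in these data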;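 note: 100% = response to 3 µM Δ7-dafachronic acid high control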
PG9 Ab binder: binders of HIV-1 gp120 antibody PG9, primary screen, biochemical, TR-FRET; HIV-1 gp120 / PG9 antibody interaction; TR-FRET gp120-PG9 antibody binding; inhibition, % at 6.7 µM; 0.43% of 360,000 active; AID 624416, 2012; in the data active = inhibition above about 8.5%
ADAM17 inh: ADAM17 inhibitors, primary screen, biochemical, QFRET. recombinant ADAM17, EDANS/DABCYL FRET peptide cleavage. inhibition, % at 6.95 µM. 0.83% of 370,000 active. AID 720648, 2013;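 active = inhibition above the mean of compounds lying between control limits plus 3 SD, set per campaign, cut at about 8.5% in these data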;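 note: 0% = DMSO-only wells as the low control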
GAA850 FXN act: FXN promoter activators, primary screen, cell-based, luciferase luminescence, HEK293 lucGAA850. HEK293 lucGAA850 FXN promoter luciferase reporter, 24 h; percent of 10 µM SAHA response. activation, % at 6 µM. 0.56% of 360,000 active;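 active = activation above the average of all compounds screened plus 3 SD, cutoff fixed separately per campaign, cut at about 7.5% in these data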;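 note: 0% = DMSO wells and 100% = 10 µM SAHA wells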
SMARCA2 act: SMARCA2 (BRM) function activators, primary screen, cell-based, luminescence, high throughput; 1% of 370,000 active; MG213 cells, MMTV-luciferase reporter, dexamethasone, overnight; AID 652017, 2013; activation, % at 9.1 µM; in the data active = activation above about 7.8%;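 note: 0% = vehicle wells and 100% = reference activator wells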
hgDAF12 agonist: H. glycines DAF-12 receptor agonists, primary screen, cell-based, luminescence, HEK293, GAL4 fusion, UAS-luciferase. HEK293 GAL4-hgDAF12 UAS-luciferase reporter, agonist luminescence; normalized to butyrate control. activation, % at 6.8 µM. 1.8% of 370,000 active;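 active = activation above a cutoff set at the mean of all screened compounds plus 3 SD, cut at about 10% in these data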;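 note: 0% = DMSO wells and 100% = sodium butyrate wells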
ADAM10 inh: human ADAM10 inhibitors, primary screen, biochemical, QFRET, HTS. Disintegrin and metalloproteinase domain-containing protein 10 (Homo sapiens), O14672. recombinant ADAM10, EDANS/DABCYL FRET peptide cleavage, 3 h. inhibition, % at 7 µM. 0.62% of 370,000 active. AID 720582, 2013;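 active = inhibition above a per-campaign cutoff equal to the mean of compounds falling between control-based bounds plus 3 SD, cut at about 20% in these data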;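 note: 0% = DMSO wells while the 100% control is not disclosed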
NPR1 activator: GC-A stimulated cGMP production enhancers – HEK293 GC-A cells, cGMP TR-FRET, EC30 ANP, primary screen | Atrial natriuretic peptide receptor 1 (Homo sapiens), P16066 | 0% at EC30 ANP, 100% saturating ANP | activation, % at 10 µM | 0.14% of 370,000 active | AID 1671463, 2021; in the data active = activation above about 40%
Target sequence (P16066 whole entry, looked up): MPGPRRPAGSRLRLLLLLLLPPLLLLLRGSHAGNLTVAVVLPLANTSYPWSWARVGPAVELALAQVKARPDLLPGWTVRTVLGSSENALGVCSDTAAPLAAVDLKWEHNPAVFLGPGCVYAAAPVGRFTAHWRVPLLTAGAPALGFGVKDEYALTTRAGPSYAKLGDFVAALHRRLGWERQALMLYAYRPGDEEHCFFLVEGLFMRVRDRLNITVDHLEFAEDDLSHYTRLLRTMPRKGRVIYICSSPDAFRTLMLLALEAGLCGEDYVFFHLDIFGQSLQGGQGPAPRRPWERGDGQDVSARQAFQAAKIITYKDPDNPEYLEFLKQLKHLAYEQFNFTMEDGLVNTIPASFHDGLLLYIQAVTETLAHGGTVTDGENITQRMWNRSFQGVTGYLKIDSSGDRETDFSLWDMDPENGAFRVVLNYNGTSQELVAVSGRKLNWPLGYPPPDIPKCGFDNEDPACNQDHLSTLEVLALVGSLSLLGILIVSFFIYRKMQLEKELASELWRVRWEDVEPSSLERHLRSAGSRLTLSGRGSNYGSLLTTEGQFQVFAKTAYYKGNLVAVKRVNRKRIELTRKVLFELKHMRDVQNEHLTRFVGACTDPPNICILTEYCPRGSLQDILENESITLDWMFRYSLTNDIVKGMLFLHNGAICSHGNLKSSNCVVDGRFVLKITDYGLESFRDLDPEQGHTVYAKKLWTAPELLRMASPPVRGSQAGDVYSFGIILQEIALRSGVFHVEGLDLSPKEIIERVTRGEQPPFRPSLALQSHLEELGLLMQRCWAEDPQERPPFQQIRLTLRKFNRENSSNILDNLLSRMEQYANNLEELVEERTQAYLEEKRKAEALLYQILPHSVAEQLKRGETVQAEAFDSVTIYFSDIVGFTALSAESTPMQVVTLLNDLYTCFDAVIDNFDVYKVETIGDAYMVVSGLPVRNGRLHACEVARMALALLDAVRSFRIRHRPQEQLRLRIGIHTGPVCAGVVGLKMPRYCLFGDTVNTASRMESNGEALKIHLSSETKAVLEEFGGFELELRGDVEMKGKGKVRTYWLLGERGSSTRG
DAX1 inh-2: DAX1 (NR0B1) inhibitors on StAR promoter, primary screen, cell-based, luminescence, SF-1 (NR5A1), full-length DAX-1; AID 652010, 2013; inhibition, % at 6.8 µM; 1.1% of 370,000 active; HEK293T StAR-luciferase reporter, SF-1/DAX-1 repression relief;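 active = inhibition above the mean over all tested compounds plus 3 SD, cut at about 3.6% in these data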;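 note: 0% = DAX-1 cells with DMSO and 100% = cells lacking DAX-1 with DMSO; higher inhibition means more luminescence from relief of DAX-1 repression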
* marks the source's active call; other numbers are inactive results; x = not tested or not shown.

SMILES | DAX1 inh-1 | ssDAF12 agonist | hcDAF12 agonist | PG9 Ab binder | ADAM17 inh | GAA850 FXN act | SMARCA2 act | hgDAF12 agonist | ADAM10 inh | NPR1 activator | DAX1 inh-2
C=CCC1(CC=C)CCCN1C(=O)c1cc(COc2cncc(Cl)c2)on1 | -2.6 | -1.5 | -2.9 | -1.8 | -1.3 | -1.9 | -2.8 | -4.4 | 11.6 | 2.0 | -7.2
CCOc1ccc(=O)n(-c2ccccc2)n1 | 0.9 | -1.4 | -1.1 | -0.3 | 3.0 | 2.2 | -0.3 | -2.2 | 3.2 | 2.1 | 0.1
O=C(COC(=O)c1ccc2c(c1)OCO2)Nc1ccccc1F | 0.0 | -1.1 | 1.4 | 2.2 | -5.5 | 0.0 | -0.9 | 0.0 | -15.5 | 1.2 | -0.5
Cc1ccc(C2=NC3(CCCC3)N=C2SCC(=O)Nc2ccc3c(c2)OCCO3)cc1 | 0.7 | -1.7 | -1.2 | 0.1 | -0.8 | 0.9 | 1.0 | 4.2 | -9.2 | 2.5 | -1.5
Fc1cccc(NC(=S)NCc2ccc(Cl)cc2)c1 | -1.0 | -1.2 | 0.3 | -0.2 | 2.4 | 2.1 | 0.4 | 2.3 | -2.4 | -1.1 | -0.8
CN(C)S(=O)(=O)c1ccc(C(=O)N(c2ccccn2)c2ccccn2)cc1 | 0.3 | -1.6 | 0.6 | 0.6 | -0.7 | -1.5 | -3.0 | -1.3 | -0.8 | -0.6 | -0.5
O=C(NCCc1ccccc1)C(=O)NCC1OCCN1S(=O)(=O)c1ccccc1 (centres undefined) | 1.4 | -1.2 | -1.7 | 0.9 | -4.7 | -1.9 | -0.5 | -2.9 | 1.8 | 3.9 | 0.7
CCOC(=O)C(Cc1ccc(O)cc1)NC(=O)c1cc2c(cn1)[nH]c1ccccc12 (centres undefined) | x | 0.5 | 4.8 | -1.9 | -19.0 | x | 3.3 | 0.3 | -78.2 | -0.6 | -0.2
CN(C)C(=O)CNc1ccn2nc(-c3cccc(OCCN4CCOCC4)c3)cc2n1 | x | -1.0 | -1.2 | 0.2 | -16.7 | -0.3 | -0.3 | 1.3 | -68.5 | -3.2 | -0.7
Cc1cc2nnc(SCC(=O)N3C(C)CCCC3C)n2c(N)n1 (centres undefined) | 0.3 | -0.8 | -0.3 | -1.8 | -3.5 | 0.0 | -4.3 | 0.4 | -5.5 | 2.8 | 0.7
O=C(N/N=C\c1ccc([N+](=O)[O-])s1)C1COc2ccccc2O1 (centres undefined) | -0.8 | -1.3 | -0.7 | -3.5 | -5.1 | 0.1 | -0.5 | -5.3 | -9.1 | -0.1 | -4.7
O=[N+]([O-])c1cnc(Nc2ccccc2)nc1Nc1ccccc1 | -0.2 | -1.0 | 2.6 | -1.5 | 3.2 | -0.6 | 4.5 | -1.4 | 1.0 | 2.2 | 0.4
CN1CCN(C(=O)c2cc3nc(-c4ccc(Cl)cc4)cc(C(F)(F)F)n3n2)CC1 | 0.2 | -1.5 | -1.1 | -1.0 | -2.9 | -0.5 | -1.8 | -3.4 | -7.5 | 14.4 | -0.8
CC1CCN(C(=O)c2ccc(S(=O)(=O)Cc3cccc(F)c3)c([N+](=O)[O-])c2)CC1 | 0.0 | -1.6 | 3.5 | 0.1 | -1.3 | -3.7 | -4.1 | 0.0 | -0.1 | 0.2 | 0.1
S=C(S)N1CCCC1 | -0.5 | -0.1 | -2.5 | -0.8 | -7.0 | 1.0 | -1.4 | -0.9 | -5.5 | 0.5 | -1.1
COc1ccc([N+](=O)[O-])cc1NC(=O)CCN1CCN(c2ccccc2OC)CC1 | 0.1 | -0.8 | -1.9 | -0.2 | 0.5 | -1.1 | -2.9 | -2.5 | 0.1 | -1.7 | 0.3
CC1(C(=O)NCc2ccc(F)cc2)Oc2ccccc2NC1=O (centres undefined) | -1.6 | -1.5 | -1.1 | -0.2 | -0.8 | 0.4 | 0.0 | 2.5 | 1.8 | 4.5 | 0.6
CCN(CC)C(=O)[C@H]1CC(CC(=O)NCc2ccc(OC)c(OC)c2)C(=O)N2CCc3c([nH]c4ccccc34)[C@]12C (some centres undefined) | -0.5 | -1.7 | -1.1 | -2.3 | -6.5 | -1.3 | -2.0 | -0.4 | -20.5 | -0.7 | -0.2
COc1cccc(NC(=O)CSc2nncn2N)c1 | 0.5 | -1.1 | -0.5 | 1.2 | 9.7* | 0.8 | -0.8 | 0.8 | 11.1 | 2.8 | 0.7
CCCCCc1c(-c2ccc(OC)c(OC)c2)ncn1CCc1ccccc1OC | x | -2.0 | -4.6 | 0.4 | 8.3 | x | -7.0 | -5.0 | 22.3* | -7.0 | -4.2
CC(NC(=O)c1ccc(S(=O)(=O)N(C)C)cc1)c1ccc(-n2ccnc2)cc1 (centres undefined) | -0.2 | -1.0 | -0.5 | -1.6 | -0.4 | -0.5 | 1.9 | -0.2 | 9.8 | -0.7 | -0.4
Cn1cc(C=O)c(-c2ccc3c(c2)OCCCO3)n1 | 0.4 | 0.3 | 0.5 | 1.2 | 0.2 | -0.6 | -1.1 | 4.0 | 8.4 | 2.7 | 1.0
Cc1cc(NC(=O)CSc2nnc(-c3ccncc3)n2N)ccc1Br | 0.5 | -1.5 | -0.4 | -0.9 | 0.7 | 0.3 | 0.9 | 0.3 | 10.2 | -4.5 | 0.8
Cc1ccc(-n2ncc3c2CC(C)(C)CC3NC(=O)Cc2c(C)noc2C)cc1 (centres undefined) | -0.2 | -1.4 | -2.4 | -1.5 | 0.1 | 2.2 | -2.1 | -5.7 | -11.4 | 2.5 | -1.3
O=C(Nc1ccc(N2CCN(C(=O)c3ccc(Cl)cc3)CC2)cc1)c1ccc(Br)o1 | -2.4 | -1.9 | -2.6 | -1.6 | -1.1 | 0.2 | -4.2 | -2.6 | 0.4 | -5.0 | -0.4
CCn1c(SC)nnc1-c1nn(-c2ccccc2)ccc1=O | 1.3 | -1.0 | -1.0 | -1.2 | -1.2 | 1.0 | 4.2 | 0.2 | -0.7 | -1.5 | -0.3
CC(C)OC(=O)CC1C(=O)NCCN1C(=S)NC(=O)c1ccccc1Cl (centres undefined) | 0.2 | -1.5 | 2.0 | 0.8 | 1.5 | 1.1 | -1.8 | -1.2 | 3.8 | 1.6 | -0.4
O=C(NC(NC(=S)Nc1cccc(C(=O)O)c1)C(Cl)(Cl)Cl)OCc1ccccc1 (centres undefined) | 1.6 | -1.5 | 0.0 | -2.2 | -1.0 | -0.6 | -1.4 | -2.1 | -3.4 | 2.4 | 0.2
COc1cc(NC(=S)NCCCN2CCOCC2)c(OC)cc1NC(=O)c1ccco1 | 0.5 | -1.3 | 0.8 | -2.1 | 1.8 | 2.3 | -0.2 | 0.3 | -4.6 | 4.6 | 0.1
Cc1cc(NC(=O)CSc2nnc(Cc3ccccc3)n2C)no1 | 0.6 | -1.0 | -1.4 | -1.7 | -1.4 | -0.7 | 0.7 | -2.2 | 0.8 | -5.8 | -0.5
CCc1ccc(C(=O)NNC(=O)c2cccc(S(=O)(=O)N3CCN(C)CC3)c2)cc1 | -0.9 | -1.1 | 0.2 | -1.6 | -0.7 | 0.9 | -0.3 | 1.6 | 2.6 | -5.6 | 0.4
O=C(NCCOc1ccccc1F)C1CC(=O)N(c2ccc3c(c2)OCCO3)C1 (centres undefined) | -0.9 | -1.0 | 0.2 | 0.4 | 4.4 | -0.5 | -3.7 | 0.4 | -5.6 | 1.8 | 0.7
N=c1c[n+](N2CCOCC2)[n-]o1 | -0.1 | -1.4 | 0.5 | -0.1 | -3.0 | -0.6 | -3.3 | -1.5 | -4.4 | x | -0.3
CC(C)Oc1ccc(/C=C(\NC(=O)/C=C/c2ccco2)C(=O)NCCc2nc3ccccc3[nH]2)cc1 | -1.3 | -2.1 | -2.7 | -0.6 | 8.0 | 0.9 | -3.4 | -4.6 | 11.3 | 1.7 | -0.7
O=C(COC(=O)c1ccco1)Nc1ccc2c(c1)OCCO2 | 0.0 | -1.1 | -1.3 | -1.9 | -3.4 | -1.2 | 3.4 | 0.4 | -31.9 | -3.3 | -0.6
CC(C)C(=O)NCCc1nc2ccccc2n1CCCOc1ccc(Cl)cc1 | -0.4 | -1.6 | -2.6 | 0.7 | 4.0 | 0.1 | -2.0 | -2.8 | 14.8 | -4.5 | -1.5
COC(=O)C(NC(C)=O)(Nc1cc(C)ccn1)C(F)(F)F (centres undefined) | 0.3 | -1.2 | -0.9 | 0.2 | 1.6 | -0.3 | -2.1 | 0.0 | 5.7 | 0.3 | -0.4
CN(CC(=O)NC1CCCC1)S(=O)(=O)c1cccc(Cl)c1 | -0.4 | -1.1 | -0.5 | -1.1 | -1.8 | 2.1 | 0.3 | -3.3 | -4.4 | -0.5 | -0.5
CCCN[C@@H]1C(=O)N2C(C(=O)OCCC)=C(C)CS[C@H]12 | 0.4 | -1.5 | -1.5 | -2.5 | 0.2 | -2.3 | 1.1 | 2.4 | 0.0 | 0.7 | 1.0
CC(=O)Oc1ccc(C2(C)CC(C)(C)NC(=S)N2C)c(OC(C)=O)c1 (centres undefined) | 0.8 | -1.0 | -0.7 | -1.8 | -0.5 | -1.2 | 1.9 | -1.8 | 1.1 | x | -0.9
O=C(Nc1ccc([N+](=O)[O-])cc1)c1cccc([N+](=O)[O-])c1 | 0.3 | 0.2 | 2.9 | 0.7 | -2.3 | -0.3 | 1.6 | 4.1 | -6.6 | 1.7 | -1.0
CCN(CC)S(=O)(=O)c1ccc(-n2cnc3cc(C)c(C)cc32)nc1 | 0.2 | -0.9 | -0.4 | -3.0 | -0.4 | 1.2 | 2.0 | -0.6 | 5.7 | -6.0 | -0.1
CC(C)(C)n1nc2c(c1NC(=O)C1CC(=O)N(c3ccc(Cl)cc3)C1)CS(=O)(=O)C2 (centres undefined) | 1.3 | -0.5 | 0.7 | -1.5 | 0.0 | 0.1 | -1.2 | -2.5 | -3.1 | -0.5 | -2.4
CCSc1nnc(-c2sc3nnc(-c4ccccc4)c(-c4ccccc4)c3c2N)o1 | 2.0 | -0.9 | 0.4 | 0.6 | -1.9 | -4.0 | -0.6 | 1.3 | -9.7 | 5.3 | -0.2
